Assay outcomes from PubChem.
SENP7 inh: SENP7 protease inhibitors, primary screen, biochemical, luminescence, uHTS. 1.5% of 330,000 active. recombinant SENP7, Z-RLRGG-aminoluciferin luminescence, 40 min. AID 434973, 2010. inhibition, % at 5 µM;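 active = inhibition above about 50% at the single test dose, limit read from the data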;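 note: plate controls were DMSO with enzyme for no effect and no enzyme buffer wells for full effect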
Apaf1 inhib: inhibitors of human Apaf-1 apoptosome, primary screen, biochemical, DEVD-Rh110 fluorescence, uHTS; reconstituted apoptosome caspase-3 activity; inhibition, % at 20 µM; 0.71% of 330,000 active; AID 489030, 2010; Apoptotic protease-activating factor 1 (Homo sapiens), O14727; active = inhibition of at least 40% at 20 µM;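 note: plate controls were DMSO wells for no effect and DEVD-CHO caspase inhibitor wells for full effect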
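Material: reconstituted apoptosome with Apaf-1, cytochrome c, caspase-9, procaspase-3, dATP / Buffer or medium: pH 7.5 Hepes buffer with CHAPS, BSA, DTT / Also added: cytochrome c with DEVD-Rh110 / Schedule: compound with Apaf-1, dATP, procaspase-3 30 min, then 50 min reaction, room temperature / Technique: rhodamine 110 fluorescence at Ex 480/Em 540 nm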
SENP8 block-1: SENP8 protease inhibitors, primary screen, biochemical, luminescence; inhibition, % at 10 µM; Sentrin-specific protease 8 (Homo sapiens), Q96LD8; purified SENP8, Z-RLRGG-aminoluciferin cleavage; 1.2% of 330,000 active; AID 2540, 2010; in the data active = inhibition above about 50%
SENP6 block: SENP6 protease inhibitors, primary screen, biochemical, luminescence, uHTS. Sentrin-specific protease 6 (Homo sapiens), Q9GZR1. AID 2599, 2010. inhibition, % at 10 µM. 1.8% of 330,000 active. Recombinant SENP6 catalytic domain, aminoluciferin luminescence;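 active = inhibition above about 50% at the single tested dose, limit read from the data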;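 note: plate controls were DMSO wells with enzyme for no effect and DMSO wells lacking enzyme for full effect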
HKDC1 inh: HKDC1 hexokinase inhibitors, primary screen, biochemical, fluorescence, uHTS; Q2TB90; AID 493160, 2011; 0.16% of 340,000 active; inhibition, % at 20 µM; recombinant HKDC1, G6PDH/diaphorase resazurin coupled fluorescence;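 active = inhibition above about 35% when tested at 20 µM, limit read from the data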;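 note: plate controls were DMSO wells with enzyme for no effect and DMSO wells lacking enzyme for full effect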
Target sequence (Q2TB90 whole entry, looked up): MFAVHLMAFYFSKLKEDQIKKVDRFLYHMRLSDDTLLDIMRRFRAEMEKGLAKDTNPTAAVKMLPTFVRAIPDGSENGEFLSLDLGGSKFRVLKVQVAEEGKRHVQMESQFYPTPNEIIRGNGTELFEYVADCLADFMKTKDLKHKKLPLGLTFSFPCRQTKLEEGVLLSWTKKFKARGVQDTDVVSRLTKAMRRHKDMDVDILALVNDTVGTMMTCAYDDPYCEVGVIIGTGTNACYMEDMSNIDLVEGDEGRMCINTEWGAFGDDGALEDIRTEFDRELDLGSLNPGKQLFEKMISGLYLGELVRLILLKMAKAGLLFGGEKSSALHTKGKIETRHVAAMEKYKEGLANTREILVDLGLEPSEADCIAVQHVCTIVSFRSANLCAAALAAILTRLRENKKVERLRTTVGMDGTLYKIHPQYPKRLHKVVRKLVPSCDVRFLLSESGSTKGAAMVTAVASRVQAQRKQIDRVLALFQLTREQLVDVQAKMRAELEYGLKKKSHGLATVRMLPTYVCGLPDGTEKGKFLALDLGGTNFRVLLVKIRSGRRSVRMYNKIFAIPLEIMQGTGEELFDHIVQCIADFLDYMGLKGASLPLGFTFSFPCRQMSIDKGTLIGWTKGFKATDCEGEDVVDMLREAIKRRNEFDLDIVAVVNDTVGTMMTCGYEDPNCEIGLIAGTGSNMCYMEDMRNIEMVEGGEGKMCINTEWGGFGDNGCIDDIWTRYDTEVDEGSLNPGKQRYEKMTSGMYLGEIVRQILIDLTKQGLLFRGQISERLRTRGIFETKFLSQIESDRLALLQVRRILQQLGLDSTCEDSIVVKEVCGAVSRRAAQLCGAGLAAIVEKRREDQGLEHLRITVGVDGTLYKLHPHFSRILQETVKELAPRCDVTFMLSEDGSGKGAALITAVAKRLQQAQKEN
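Test system: HK5 enzyme. Quantity: 5 µg/mL HK5 final. Reagent: glucose and ATP substrates. Schedule: 90 min reaction incubation at room temperature, dark. Technique: resazurin-to-resorufin fluorescence via G6PDH and diaphorase coupling, 525/613 nm. Control set: DMSO wells with and without enzyme mix.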
SENP1 FRET inh: human SENP1 catalytic domain inhibitors, primary screen, biochemical, FRET, uHTS | inhibition, % at 10 µM | recombinant SENP1 catalytic domain, CyPet-SUMO1-YPet FRET cleavage | Sentrin-specific protease 1 (Homo sapiens), Q9P0U3 | 0.21% of 360,000 active;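 active = inhibition at least 30% at 10 µM, raw YFP signal under a set limit, fluorescence ratio 0.5 to 1.5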;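 note: 0% = enzyme with DMSO and 100% = no enzyme wells; some results filed as inactive read as strong as hits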
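Test system: recombinant human SENP1 catalytic domain, His6-tagged / Medium: pH 8 Tris buffer with EDTA, NaCl, BME, BSA, NP40, catalase / Also added: SUMO1 FRET substrate flanked by Cypet and Ypet, 25 nM / Times: 50 min reaction at room temperature / Signal: FRET, CFP and YFP emission / Control set: no-enzyme low control and enzyme-plus-DMSO high control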
PfGluPho inh: PfG6PD enzyme inhibitors, primary screen, biochemical, fluorescence intensity, uHTS; glucose-6-phosphate dehydrogenase-6-phosphogluconolactonase (Plasmodium falciparum 3D7); PfGluPho enzyme, NADPH resazurin-diaphorase fluorescence; inhibition, % at 20 µM; 0.78% of 350,000 active; AID 504690, 2011;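 active = inhibition reaching at least a set limit at 20 µM in the primary screen, cut at about 59% in these data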;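 note: 0% = DMSO wells with substrate and 100% = DMSO wells lacking glucose-6-phosphate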
SENP8 block-2: human SENP8 protease inhibitors, primary screen, biochemical, fluorescence, Nedd8 protein substrate, uHTS; Sentrin-specific protease 8 (Homo sapiens), Q96LD8; recombinant SENP8; inhibition, % at 20 µM; 0.64% of 360,000 active; AID 602440, 2012; in the data active = inhibition mostly above about 40%, no sharp cut-off; inactive = mostly below about 27%
* = called active by the depositor; · = no result given. Random draw from the library, and some 3.6% of all compounds hit somewhere here.

SMILES	SENP7 inh	Apaf1 inhib	SENP8 block-1	SENP6 block	HKDC1 inh	SENP1 FRET inh	PfGluPho inh	SENP8 block-2
CCOC(=O)c1c(C)[nH]c(C(=O)NNC(=O)c2ccc(C(C)(C)C)cc2)c1C	0	10	2	1	-5	-2	-46	0
O=C(CSc1nnc(-c2ccc(S(=O)(=O)N3CCCC3)cc2)o1)NCc1ccco1	10	6	-3	10	6	-1	-10	-7
O=C(c1ccc(Cl)c(S(=O)(=O)Nc2ccc(F)cc2)c1)N1CCN(c2ccccn2)CC1	0	-6	-9	7	1	-1	-25	2
Cc1ccc(NC(=O)CNC(=O)c2ccc(C(C)(C)C)cc2)cc1S(=O)(=O)N1CCOCC1	3	16	1	-6	-3	1	6	3
CC(C)NCC(O)(c1ccc(Cl)cc1)c1ccc(Cl)cc1	-2	3	-11	-5	-7	2	4	18
COc1cc(C(=O)NCC(c2ccc(F)cc2)N2CCOCC2)ccc1OCc1ccccc1Cl (stereo not drawn)	-8	28	-6	-17	0	-3	27	-13
CC(=O)N1CCc2cc(C(=O)CN3CCC(C)CC3)ccc21	-4	13	-5	-6	9	-7	-2	-15
CCN(CC(=O)Nc1c(F)cccc1F)C(=O)CSc1ccccc1	4	-3	1	-9	-3	4	0	1
CC(=O)c1ccc(NC(=O)CO/N=C(\C)c2cccs2)cc1	-1	-6	-11	-6	8	4	17	10
O=C1N(Cc2ccc(F)cc2)CCN1c1ccc(F)cc1	-4	3	-2	-11	-6	2	-5	19
COc1ccc(N(CC(=O)NC2CCCC2)C(=O)Cn2nnc(-c3ccc(F)cc3)n2)cc1OC	-7	12	-3	2	-3	2	-20	14
COc1ccc2c(c1OC)C(=O)OC2Nc1nc2ccccc2s1 (stereo not drawn)	-4	3	-7	-4	-1	0	1	10
C/C(=N\OCC(=O)Nc1ccccc1C(=O)O)c1cccs1	9	-12	-2	-7	1	0	-18	7
Cc1ccc(CN(Cc2ccccn2)C(=O)Nc2ccc(C)c(C)c2)cc1	8	17	5	0	6	2	9	22
CC1(C)CC(NC(=O)c2sc3cc(Cl)ccc3c2Cl)CC(C)(C)N1	-2	1	6	13	-9	1	-2	19
O=C(NNc1c(F)c(F)cc(F)c1F)c1cc2ccccc2oc1=O	0	-10	2	12	-6	1	9	19
CCOC(=O)c1cc(C(=O)c2cccs2)n2ccc(C(C)=O)cc12	6	42*	-4	-14	4	-26	-2	-412
COc1ccc(-n2nc(C(=O)NCCCN3CCCC3=O)c3c4ccccc4n(C)c3c2=O)cc1Cl	0	12	-6	3	-3	2	37	-300
COP(=O)(OC)c1nc(-c2cccc3ccccc23)oc1NCc1ccccc1	-2	16	13	20	-2	-16	9	-307
Cc1ccccc1CC(=O)NC1CCN(Cc2ccccc2)CC1	-1	-9	4	16	-5	0	0	10
Cc1ccc(N2C(=O)C3NN=C(C(=O)OCc4ccccc4)C3C2=O)cc1 (stereo not drawn)	0	12	0	-6	-9	1	-1	23
CC(=O)Nc1ccc(/C(C)=N/NS(=O)(=O)c2ccccc2)cc1	-8	8	-2	-26	7	1	-1	16
COc1ccc(-c2cncnc2-c2ccc(OC)cc2O)cc1	-1	9	3	16	-22	-6	12	-26
C[C@H](CO)N1C[C@H](C)[C@@H](CN(C)CC2CCCCC2)Oc2c(NC(=O)Cc3ccccc3)cccc2C1=O	-8	30	-12	-19	-2	1	28	8
O=C(CNC(=O)c1ccc(Cl)cc1Cl)OCC(=O)N1CCCC1	1	-9	10	3	-4	2	4	16

New compounds follow.
SMILES	SENP7 inh	Apaf1 inhib	SENP8 block-1	SENP6 block	HKDC1 inh	SENP1 FRET inh	PfGluPho inh	SENP8 block-2
CCCSc1nc(N)cc(=O)[nH]1	2	-34	0	-3	0	4	-1	10
COC(=O)C1=C(C(=O)OC)[C@@H]2N(C)c3ccc(OC)cc3[C@@]23C[C@@H](C(=O)OC)N(S(=O)(=O)c2ccc(OC)cc2)C3=N1	1	9	8	-16	-2	4	9	4
O=C(CSc1nc2ccccc2c(=O)[nH]1)Nc1ccccc1N1CCOCC1	-2	-2	-4	10	-6	-2	-9	7
Cc1cccc(-c2cc3nc4c(c(N5CCC6(CC5)OCCO6)n3n2)CCCC4)c1	-7	11	-11	-33	3	3	16	-214
COc1cc(CNCc2ccccn2)ccc1OCc1ccc(Cl)c(Cl)c1	3	-15	-6	-1	-3	2	7	13
C/C(Cn1cnc([N+](=O)[O-])n1)=N\NC(=O)c1ccccc1O	1	-3	7	-15	-5	0	11	-16
COc1ccc(NC(=O)Cc2ccsc2)cc1S(=O)(=O)N1CCOCC1	3	-20	10	-4	-1	0	1	2
O=c1cc(-c2ccccc2)nc(Cc2c(Cl)cccc2Cl)[nH]1	-1	-3	6	-6	-5	1	-12	4
CCc1ccc(-c2c(C)sc(NC(=O)C3CCC3)c2C#N)cc1	3	-15	-3	-11	-6	0	-7	8
CC(=O)c1ccc(NS(=O)(=O)c2cc(-c3cnc(C4CC4)o3)ccc2C)cc1	-10	7	2	-11	0	2	-16	-29
O=S(=O)(c1ccc(C2CCCCC2)cc1)N1CCOCC1	6	22	-6	-9	-5	1	-19	25
CCCCc1nc2cc(C(=O)NCc3cn(C)nc3C)ccc2o1	2	-4	8	0	-3	1	-4	3
Cc1nc2ncnn2c(C)c1CCC(=O)Oc1ccccc1	10	12	4	13	5	-2	-10	17
Oc1ccc(C[C@H]2CNCCN2CC2(c3ccccc3)CC2)cc1	-8	-5	-2	4	-1	2	-8	10
COC(=O)c1cccc(Oc2nc3c(c(=O)n(C)c(=O)n3C)n2C(C)C)c1	-1	11	6	6	-6	2	-6	12
N=C1SCC(=O)N1/N=C/c1ccccc1	-4	-2	-6	-14	-3	0	-15	15
OCC[C@@H]1C[C@H](O)[C@@H](O)[C@@]2(OCCc3ccccc32)O1	-4	-5	4	-7	-6	1	12	10
O=C(c1ccco1)N1CCN(C(=O)c2ccc(-c3ccc(Cl)cc3)o2)CC1	0	13	2	0	-3	1	3	-33
CC(CC(=O)NCCc1ccc(F)cc1)c1ccccc1 (stereo not drawn)	-3	0	1	-10	-5	-1	0	5
COc1ccc(OC)c(NC(=O)CSc2nnc(CNC(=O)COc3ccc(Cl)cc3)o2)c1	-5	-3	-2	-14	-2	2	-14	16
Cc1cccc([C@@H]2[C@@H]3C(=O)N(Cc4ccccc4)C(=O)[C@@H]3[C@]3(CC(C)C)C(=O)N(c4cccc(F)c4)C(=O)N23)c1	-11	0	-1	-12	-2	3	5	11
O=C(CCS(=O)(=O)c1ccc(Cl)cc1)Nc1nccs1	9	6	-7	-14	-6	-3	-5	8
CCOc1cccc(C(=O)Nc2ccccc2OC(F)F)c1	2	5	0	-4	-2	3	-2	28
CC(=O)NC12CC3CC(C)(C1)CC(NC(C)=O)(C3)C2	-2	-15	-4	-13	-8	1	-8	8
O=C(CN(C(=O)c1csnn1)c1ccc(F)cc1)NCc1ccc(F)cc1	2	3	5	-1	-4	8	-16	3

Going on with the list:
SMILES	SENP7 inh	Apaf1 inhib	SENP8 block-1	SENP6 block	HKDC1 inh	SENP1 FRET inh	PfGluPho inh	SENP8 block-2
CC(C)(C)c1ccc(COn2ccnc2)cc1	2	7	-3	3	-9	0	9	2
CC(=O)Oc1ccc(C(=O)Nc2cc(C)ccc2NC(=O)COc2ccccc2)cc1	0	12	-2	4	-3	0	6	12
CC(C)CNC(=O)c1ccc(Cl)c(N)c1	-8	-12	-4	-12	·	·	·	·
O=C1COc2ccc(C(=O)COC(=O)Cc3c(F)cccc3Cl)cc2N1	12	14	-2	-24	-3	0	-3	-239
Cc1ccc(N2CC(C(=O)NCCC(C)C)CC2=O)cc1 (stereo not drawn)	-2	-7	8	-5	5	1	-19	28
CC1(c2nnc(-c3ccncc3)o2)CC(c2ccc(Cl)cc2)=NO1 (stereo not drawn)	-5	1	-6	-1	2	3	-17	-23
COc1ccc(S(=O)(=O)Nc2ccc(F)c(F)c2)cc1Cl	-12	8	-4	-1	13	0	-1	7
CN(C)Cc1c(-c2ccc(Cl)cc2)nc2ccc(Cl)cn12	2	-3	-1	-6	-1	2	20	-98
Nc1c(N)c2ccccc2oc1=O	0	-12	-9	-30	-5	-12	14	-52
COc1ccc(C(CNC(=O)c2ccc(N3CCCC3=O)cc2)N2CCCC2)cc1 (stereo not drawn)	-2	-1	-3	2	-2	0	1	6
CC(=O)/C=C\c1ccc(OC(=O)c2cccnc2)cc1	0	-2	-15	-20	-1	-6	7	8
O=C(c1cc(-c2ccccn2)nc2ccc(Br)cc12)N1CCN(S(=O)(=O)c2ccccc2)CC1	4	15	2	2	-2	1	1	9
Cc1ccc(Oc2ncc(CN3CC(C)OC(C)C3)s2)cc1 (stereo not drawn)	-1	-3	9	5	-5	2	16	20
COc1ccc(-n2c(C)c(C(C)=O)c3cc(OCC(N)=O)ccc32)cc1	7	10	2	-1	4	4	20	-9
Nc1nc(Cl)nc(N(c2ccccc2)c2ccccc2)n1	4	1	2	-2	-5	3	-16	11
COc1ccc(S(=O)(=O)N2CCCCCC2)cc1NC(=O)CCCOc1ccccc1	-15	12	-7	-22	-3	1	3	8
Cc1c(C(=O)OCC(C)C)[nH]c2c1C(=O)CC(c1ccco1)C2 (stereo not drawn)	-1	-3	5	-3	3	-10	11	-25
COc1ccc(-c2csc(NC(=O)c3cccs3)c2C(=O)O)cc1OC	45	-24	60*	31	-2	0	35	-19
Cc1ccc2cc(CN(c3ccc(C)c(C)c3)S(C)(=O)=O)c(=O)[nH]c2c1	-9	10	-7	-13	0	-7	-9	-43
CCOC(=O)c1ccc(NC(=O)c2c(NCc3ccccc3)[nH]c(=O)[nH]c2=O)cc1	-3	3	0	0	1	·	10	·
Cc1noc(C)c1C(=O)OCC(=O)NC(c1ccccc1)c1ccccc1	3	-9	1	3	-7	1	-8	12
COC(=O)c1c(-c2ccc(OC)cc2)sc2ccc(OC)cc12	-5	17	-8	-9	-3	1	26	-201
Cn1c2ccc(F)cc2c2nnc(SCCN3CCCCC3)nc21	-4	4	-3	-9	2	0	1	13
C=CCNCCOCCOc1ccc(C)cc1[N+](=O)[O-]	0	-8	-1	4	9	2	-16	11
O=C(COc1ccc(Cl)cc1)NCCNc1ccc([N+](=O)[O-])cc1	-11	12	-10	-16	3	-2	-9	16
